# PI5P4K alpha inh – inhibitors of human PI5P4K alpha; AID 652105; max response, %; PI5P4Kalpha enzyme, ADP-Glo luminescence, 60 min; active compounds read low; 330,000 compounds, 1.2% hits; active = max response of -50% or lower; inconclusive = between -30% and -50%; inactive = -30% or higher; note: value at the top dose of about 77 µM; % is set by controls: 0 for no effect and ±100 for the full control effect
#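 qHTS, 1536-well: enzyme/substrate mix, compound by pin tool, 5 microM ATP final; RT 60 min; ADP-Glo reagents 1 (45 min) then 2 (30 min); luminescence.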
# EPAC2 ag – activates human EPAC2 exchange factor; Potency, µM (top dose mostly 154 µM), for inactives: top-dose activation, most hits filed as activators; Q8WZA2; AID 720711; EPAC2 activation, biochemical qHTS; response scale: 100% = 6.5 mM cAMP response; 360,000 compounds, 0.079% hits; note: potency is the fitted concentration of half-maximal effect; nearly all actives have a fitted effect of over 50% in size
#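 Each well held 100 nM EPAC2, 250 nM RAP1B-BODIPY-GDP and 50 uM GDP. Fluorescence, read at 5-min intervals to 30 min, was referenced to a 6.5 mM cAMP positive control.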
# EPAC1 antagonist – EPAC1 (human) antagonism. O95398. EPAC1 GEF assay, Rap1b-BODIPY-GDP exchange fluorescence. Potency, µM (series often up to 115 µM), inactives show at the top dose activity change, negative = inhibition, most hits filed as inhibitors. 360,000 compounds, 0.14% hits;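 note: potency is the fitted concentration of half-maximal effect; plate controls were vehicle for no effect and positive control for full effect; nearly all actives have a fitted effect of over 50% in size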
# Target sequence (O95398 whole entry, looked up): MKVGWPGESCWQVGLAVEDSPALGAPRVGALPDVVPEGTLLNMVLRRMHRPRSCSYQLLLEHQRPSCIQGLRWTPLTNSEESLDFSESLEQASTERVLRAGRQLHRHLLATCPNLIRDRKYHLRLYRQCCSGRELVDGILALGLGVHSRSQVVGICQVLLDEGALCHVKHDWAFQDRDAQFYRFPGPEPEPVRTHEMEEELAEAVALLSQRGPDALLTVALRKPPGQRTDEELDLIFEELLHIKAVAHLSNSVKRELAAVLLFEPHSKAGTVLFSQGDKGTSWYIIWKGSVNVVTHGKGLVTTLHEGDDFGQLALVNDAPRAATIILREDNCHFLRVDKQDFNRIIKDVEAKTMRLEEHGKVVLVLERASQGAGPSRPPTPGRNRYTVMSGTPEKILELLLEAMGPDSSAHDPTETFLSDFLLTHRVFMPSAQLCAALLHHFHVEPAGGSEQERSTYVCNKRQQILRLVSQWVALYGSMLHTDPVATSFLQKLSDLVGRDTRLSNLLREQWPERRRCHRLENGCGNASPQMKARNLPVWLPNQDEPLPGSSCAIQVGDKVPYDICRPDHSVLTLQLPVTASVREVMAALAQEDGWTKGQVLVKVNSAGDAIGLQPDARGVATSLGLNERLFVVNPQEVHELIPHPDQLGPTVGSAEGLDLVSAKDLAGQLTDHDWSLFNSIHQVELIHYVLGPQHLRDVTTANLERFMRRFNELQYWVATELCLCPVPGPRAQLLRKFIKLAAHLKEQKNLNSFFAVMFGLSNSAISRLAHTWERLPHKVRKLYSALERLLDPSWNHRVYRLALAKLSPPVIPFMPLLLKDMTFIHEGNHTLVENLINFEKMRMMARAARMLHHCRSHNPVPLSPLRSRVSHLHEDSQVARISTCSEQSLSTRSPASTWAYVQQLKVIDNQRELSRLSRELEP
# IL2 activator – activators of IL-2 | IL-2 activation reporter assay, cell-based qHTS; stimulated with anti-CD3/CD4/CD28 beads; in transgenic mouse T cells | activation, % (series mostly up to about 46 µM) | 360,000 compounds, 0.065% hits; in the data active = activation above about 50%; inconclusive = mostly about 30% to 49%; note: 0% is about no effect
#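 First, unstimulated transgenic mouse T cells were exposed to compound for 60 min. Next, anti-CD3/anti-CD4-coated beads with anti-CD28 were added. Finally, after 18 h at 37 degrees C, EGFP and DsRed were imaged.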
# PLK1 PBD block – blocks phosphopeptide binding to human PLK1 polo-box domain; P53350; Plk1 PBD binding of FITC phosphopeptide, fluorescence polarization; Potency, µM, without a hit: max response, negative = inhibition, actives largely listed as inhibitors; 360,000 compounds, 2.8% hits; AID 720504; note: potency is the fitted concentration of half-maximal effect; series mostly up to about 57 µM; % is set by controls: 0 for no effect and ±100 for the full control effect; nearly all actives have a fitted effect of over 65% in size
# CCT chaperon mod – modulators of cytosolic chaperonin (CCT/TRiC) activity. activity change, % (no concentration beside the values), hits read low. 360,000 compounds, 0.3% hits. purified chaperonin ATPase assay, HTRF ADP detection, 30 min; in the data active = activity change below about -30%; note: % is set by controls: 0 for no effect and ±100 for the full control effect
#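 Nucleotide hydrolysis assay: TRiC at 20–40 nM final (set by batch activity) with 10 uM ATP, 30 min at 37 °C, in presence of 76 uM compound. Detection by competitive ADP HTRF, 30 min ambient.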
# EPAC1 ag – EPAC1 (human) agonism. 360,000 compounds, 0.073% hits. EPAC1 agonist qHTS, biochemical assay; response scale: 100% = response to 6.5 mM cAMP. AID 720707. Potency, µM (top dose mostly 154 µM), inactives show top-dose activation, most hits filed as activators. O95398; note: potency is the fitted concentration of half-maximal effect; nearly all actives have a fitted effect of over 60% in size
#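 Read-out is the fluorescence drop as BODIPY-GDP leaves Rap1B (480 nm excitation, 540 nm emission), recorded every 5 minutes over 30 minutes. Reactions held 100 nM EPAC1, 250 nM Rap1B–BODIPY-GDP and 50 uM GDP, with 6.5 mM cAMP setting full activation.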
# WRN helicase inh – inhibitors of human WRN helicase; Q14191; WRN helicase unwinding, fluorescent forked duplex, kinetic; Potency, µM (series often up to 114 µM), inactives show at the top dose activity change, negative = inhibition, actives largely listed as inhibitors; 360,000 compounds, 0.46% hits; AID 651768; note: potency is the fitted concentration of half-maximal effect; % is set by controls: 0 for no effect and ±100 for the full control effect; nearly all actives have a fitted effect of over 55% in size
#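 Screening of the MLSMR collection measured strand separation of a quenched forked DNA duplex (100 nM) by 20 nM WRN with 2 mM ATP, all final. Compounds were preincubated with enzyme 15 min at room temperature.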
# * hit, by the source's call; ? = inconclusive; · = not tested or not shown; [ ] = another dose, or the depositor's remark. Unless noted, calls come from the whole dose curve; as a rule, active = well fitted curve in the direction sought with a large enough effect; inconclusive = small, poorly fitted or top-dose-only effect, or another doubt; inactive = no such curve, though single readings can be large; an effect the other way counts as inactive or inconclusive. These rows are one share of the data (hit frequency here may not be typical).
WRN helicase inh	CCT chaperon mod	EPAC1 antagonist	IL2 activator	EPAC1 ag	EPAC2 ag	PI5P4K alpha inh	PLK1 PBD block	compound
-4%	-0.8	4%	2.1	-3%	-2%	3	-2%	Nc1cc(Cl)ccc1C(=O)OCC(=O)NC1CCS(=O)(=O)C1 (configuration not stated)
0%	0.0	-2%	-2.1	2%	-4%	·	-5%	CC1CC(=O)N(CC(=O)N2CCCC2)c2ccccc2S1 (configuration not stated)
-16%	-6.7	-6%	-3.2	2%	7%	-2	-7%	Cc1cc(C)n(-c2nc3ccccc3c(=O)n2OCC(=O)N(C)C)n1
1%	-1.8	2%	-2.6	2%	0%	·	-8%	O=C(CSc1nnnn1-c1ccc(Cl)cc1)NC(=O)Nc1ccc2c(c1)OCCO2
-4%	2.3	-3%	0.7	-10%	6%	-2	0%	C=CC1=CCN(S(=O)C(C)(C)C)[C@H]1CCO (some centres not stated)
-9%[57.1 µM]	0.7	-6%	-0.4	21%	7%	·	-2%	COC(=O)c1sc2ccccc2c1NC(=O)c1cccs1
5%	0.8	-17%	-0.3	2%	-1%	-1	2%	O=C(C(=O)N1CCCC1)c1c[nH]c2ccccc12
3%	-11	10%	3.3	4%	-1%	-8	4%	COc1ccc(CNC(=O)CSc2nnc(NC(=O)c3ccccc3F)s2)cc1
4%	-0.4	-6%	0.4	8%	-9%	1	-2%	COc1ccc(C/C(=N\O)c2ccc(OC)cc2)cc1
-22%[57.1 µM]	-0.5	-1%	-0.8	6%	-2%	2	0%	Cc1cc(C)cc(NC(=O)CCn2ccnc2C)c1
5%	-1.6	12%	-1.0	2%	-9%	·	-4%	CC1CN(C(=O)c2ccccc2)OC(c2ccc3c(c2)OCO3)O1 (configuration not stated)
-1%	-1.6	-26%	-0.1	5%	4%	-1	-9%	COc1ccc(CCNC(=O)/C=C/c2ccc(S(=O)(=O)N3CCOCC3)cc2)cc1
-15%	1.1	?	-0.4	5%	9%	7	-9%	CCN(CC(=O)Nc1c(F)cccc1F)C(=O)c1cccc(S(=O)(=O)N2CCCc3ccccc32)c1
-28%	-3.8	-6%	-0.2	12%	23%	-1	-4%	Cc1ccc(SCC(=O)N2CCc3ccccc32)cc1
-9%	-13	-9%	0.8	-20%	-8%	-2	-5%	CC(C)(C)c1ccc(NC(=O)Cn2cnc3cc([N+](=O)[O-])ccc3c2=O)cc1
1%	-0.6	-3%	-1.2	-12%	-20%	-1	9%	CC(C)(C)c1cc(C(=O)NCCCn2ccnc2)cc(C(C)(C)C)c1
3%	-0.3	-19%	-0.4	4%	21%	-10	-9%	CC(C)CNc1ncnc2c1ncn2[C@H]1CN(Cc2cccc3ccccc23)C[C@@H](CO)O1
2%	1.2	?	0.8	0%	6%	-2	-8%	COc1ccc(N(C)C(=O)CCS(=O)(=O)c2cccc3nonc23)c(OC)c1
-4%	-1.7	-11%	-2.5	6%	2%	·	-12%	COc1ccc(OC)c(NC(=O)C23CC4CC(C2)CC(n2cnc(Br)n2)(C4)C3)c1
3%	-1.7	-4%	-1.8	-16%	5%	-6	-6%	COc1ccc(Cl)cc1NC(=O)CCc1nnc2ccc(N3CCC4(CC3)OCCO4)nn12
-21%	0.0	-26%	-0.8	-15%	-11%	-11	30µM*	O=C(NCCc1ccccc1)c1ccc2c(=O)[nH]c3c(C(=O)NCC4CCCO4)sc(=S)n3c2c1 (configuration not stated)
-3%	-2.8	-6%	4.1	-4%	7%	·	-4%	CCNC(=S)N1CCC(c2nc3ccccc3s2)CC1
4%	-0.5	-5%	3.0	2%	9%	8	3%	O=C(NNS(=O)(=O)c1ccccc1)c1cccc([N+](=O)[O-])c1
-3%	0.1	20%	0.6	3%	0%	-4	0%	Cc1ccc(C(=O)NCC(=O)OC(C)C(=O)Nc2ccccc2[N+](=O)[O-])s1 (configuration not stated)
1%	0.4	-14%	-0.5	5%	15%	4	-10%	CCOC(=O)C1CCN(S(=O)(=O)c2ccc3oc(=O)ccc3c2)CC1

# Reformatted as labelled records: 2 of the compounds above.
CC1CN(C(=O)c2ccccc2)OC(c2ccc3c(c2)OCO3)O1 (configuration not stated)
  WRN helicase inh = 5%
  CCT chaperon mod = -1.6
  EPAC1 antagonist = 12%
  IL2 activator = -1.0
  EPAC1 ag = 2%
  EPAC2 ag = -9%
  PI5P4K alpha inh = ·
  PLK1 PBD block = -4%

COc1ccc(CCNC(=O)/C=C/c2ccc(S(=O)(=O)N3CCOCC3)cc2)cc1
  WRN helicase inh = -1%
  CCT chaperon mod = -1.6
  EPAC1 antagonist = -26%
  IL2 activator = -0.1
  EPAC1 ag = 5%
  EPAC2 ag = 4%
  PI5P4K alpha inh = -1
  PLK1 PBD block = -9%

# Later entries
WRN helicase inh	CCT chaperon mod	EPAC1 antagonist	IL2 activator	EPAC1 ag	EPAC2 ag	PI5P4K alpha inh	PLK1 PBD block	compound
-6%	-0.7	0%	2.2	10%	9%	-3	7%	C[C@@H]1CN(c2c(F)c(F)c3c(=O)c(C(=O)O)cn(C4CC4)c3c2F)C[C@H](C)N1
1%	-0.8	-2%	-0.2	6%	6%	0	-4%	Cc1cc(Nc2ccccc2)nn1C(=O)c1ccc(Br)cc1
-22%	-34*	10%	-3.4	4%	6%	0	-17%	Cc1c(C(=O)Nc2ccc(S(=O)(=O)Nc3ncccn3)cc2)oc2ccc(Cl)cc12
-8%	0.0	4%	-0.4	7%	7%	·	-12%	COC(=O)C1=C(C(=O)OC)SC(=C2C(=S)C(C)(C)N(C(=O)C(C)C)c3ccccc32)S1
-17%	0.0	-21%	-0.3	0%	9%	-7	?	N#C/C(=C/c1ccc(OCc2ccc(C(=O)O)cc2)cc1)C(=O)Nc1ccccc1
0%	-2.2	-10%	-0.1	9%	12%	0	-1%	CC(C)Cc1nnc(NC(=O)CCC(=O)NCCc2ccc(Cl)cc2)s1
-2%	-1.7	-2%	0.3	15%	-4%	-3	6%	CCOC(=O)N1CCN(C(=O)c2cc3c(s2)-c2ccc(Cl)cc2S(=O)(=O)C3)CC1
4%	-0.4	-25%	-0.2	4%	1%	0	0%	CCO/C([O-])=N/c1sn[n+](C)c1C
0%	-1.1	9%	-0.6	9%	8%	-3	-16%	O=C(NCC1CCCO1)C1CC(=O)N(c2ccccc2)C1 (configuration not stated)
9%	-0.1	-7%	0.2	2%	1%	-5	4%	CC1(C)CN(C(Cc2ccccc2)C(N)=O)C1=O (configuration not stated)
0%	-3.4	1%	7.3	6%	-13%	-1	3%	Cc1ccc(C(=O)C(C)N(C(=O)c2ccc(Cl)cc2Cl)N2C(=O)CCCC2=O)cc1 (configuration not stated)
-5%	-1.1	-23%	-1.8	20%	13%	·	-9%	CCOC(=O)c1c(-n2c(C)cc(C=O)c2C)sc2c1CCCC2
-21%	0.7	-1%	1.4	-6%	-3%	3	-4%	Cc1cc(Br)c2c(c1)=C(c1sc(N3CCCCCC3)nc1O)C(=O)N=2
4%	-0.6	-20%	0.0	-7%	2%	-7	0%	Cc1ccccc1S(=O)Cc1ccc(C(=O)NC2CC2)o1 (configuration not stated)
-8%	-0.6	-18%	0.6	-9%	20%	10	3%	Cc1cccc(C)c1OCCNC(=O)c1ccc2ccccc2n1
8%[57.1 µM]	2.7	-13%	0.1	-2%	4%	0	-12%	O=C1CCCN1c1ccc(S(=O)(=O)N2CCN(c3ccccc3)CC2)cc1
-20%	1.4	-2%	-2.8	6%	-3%	1	-10%	Cc1ccc2cc(CN(CCCN(C)C)C(=S)NCc3ccccc3)c(=O)[nH]c2c1C
-1%	-6.7	-3%	-0.4	14%	-3%	2	-14%	CC1CCCN(c2ccc(C(=O)Nc3nnc(C4CC4)s3)cc2[N+](=O)[O-])C1 (configuration not stated)
6%	-3.2	12%	-0.1	-7%	-4%	-4	-6%	O=[N+]([O-])c1cc(Cl)ccc1Oc1ccc(-c2nnco2)cc1
10%	-0.4	13%	-0.1	1%	14%	-5	2%	COc1cccc(CNC(=O)CCCC(=O)Nc2cccc([N+](=O)[O-])c2)c1
8%	-3.9	6%	-2.6	4%	11%	4	-15%	COc1ccc(S(=O)(=O)NCCCN2CCCC2=O)cc1OC
3%	1.6	4%	1.6	11%	11%	-4	-6%	COc1ccc(/C(C)=N/NC(=O)CNC(=O)c2cccnc2)cc1
-27%	-4.8	10%	-4.4	-7%	1%	-1	-3%	O=C1CCC(C(=O)N2CCC(O)CC2)CN1CCc1ccc(Cl)cc1 (configuration not stated)
6%	-2.3	0%	-1.8	0%	10%	-4	-10%	Cc1ccc(CN2CCNC(=O)C2CC(=O)O)o1 (configuration not stated)
-2%	-2.2	-3%	0.4	4%	3%	0	-10%	O=C(NCc1n[nH]c(=S)n1-c1ccc([N+](=O)[O-])cc1)c1ccc(S(=O)(=O)N2CCOCC2)cc1

# Continuation:
WRN helicase inh	CCT chaperon mod	EPAC1 antagonist	IL2 activator	EPAC1 ag	EPAC2 ag	PI5P4K alpha inh	PLK1 PBD block	compound
-3%	1.3	19%	-1.7	-4%	5%	-1	-16%	CCN1CCCC1CNC(=O)Cn1ncc2c(=O)oc3ccc(C)cc3c21 (configuration not stated)
-11%	-1.2	?	-0.8	-9%	-9%	-5	-4%	COc1ccc(OC(F)(F)F)cc1CC1(C)C(=O)Nc2ccc(S(=O)(=O)NC3CCCCC3)cc21 (configuration not stated)
-22%	-2.1	-7%	1.6	-3%	3%	0	-4%	O=C1CC(N2CCOCC2)=NN1c1ccc([N+](=O)[O-])cc1
-13%	-0.3	-7%	-3.0	13%	18%	·	-7%	COC(=O)c1ccc(OCC2c3cc(OC)c(OC)cc3CCN2C(=O)C2CC2)cc1 (configuration not stated)
-16%	-5.8	-4%	-1.6	15%	8%	·	27µM*	CCOc1cc(C2C(C#N)=C(N)SC(N)=C2C#N)ccc1OCCN1CCOCC1
2%	-0.4	-15%	-0.8	5%	13%	-3	-11%	CC(C)n1ncc2c(C(=O)Nc3ccccc3SCC(N)=O)cc(C3CC3)nc21
-1%	1.0	-13%	-0.2	1%	4%	6	-11%	CCn1cc(CNC(=O)c2ccc(C)s2)cn1
9%	-2.2	-9%	-3.5	8%	-1%	-15	-7%	O=c1[nH]c(SCCN2CCOCC2)nc(O)c1-c1ccccc1
-6%	-2.7	-9%	0.1	14%	4%	1	-13%	CC1CCCN(C(=O)Cc2cn(Cc3cccc(Cl)c3)c3ccccc23)C1 (configuration not stated)
-4%	-3.4	-25%	-3.8	-28%	16%	14	-5%	CC1(C)CC(=O)C=C(c2ccc(Oc3ccccc3)cc2)C1
2%	-8.1	7%	-1.1	14%	15%	0	-18%	CCOc1ccc(NC(=S)Nc2cccc3ccccc23)cc1
-17%	0.0	-26%	-0.8	1%	-12%	21	-5%	Cc1ccc(OCCC(=O)OCC(=O)NCCc2ccc(Cl)cc2)cc1
